Compound activity deposited in PubChem by The Scripps Research Institute Molecular Screening Center.
hgDAF12 agonist – activates the H. glycines DAF-12 receptor ligand-binding domain; HEK293 GAL4-hgDAF12 UAS-luciferase reporter, agonist luminescence; normalized to butyrate control; activation, % at 6.8 µM; 370,000 compounds, 1.8% hits;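 active means activation above a cutoff set at the mean of all screened compounds plus 3 SD, cut at about 10% in these data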;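 further: 0% = DMSO wells and 100% = sodium butyrate wells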
ADAM10 inh – inhibits human ADAM10. 370,000 compounds, 0.62% hits. inhibition, % at 7 µM. AID 720582. recombinant ADAM10, EDANS/DABCYL FRET peptide cleavage, 3 h;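 active means inhibition above a per-campaign cutoff equal to the mean of compounds falling between control-based bounds plus 3 SD, cut at about 20% in these data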;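 further: 0% = DMSO wells while the 100% control is not disclosed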
Target sequence (O14672 214-748 limits assumed): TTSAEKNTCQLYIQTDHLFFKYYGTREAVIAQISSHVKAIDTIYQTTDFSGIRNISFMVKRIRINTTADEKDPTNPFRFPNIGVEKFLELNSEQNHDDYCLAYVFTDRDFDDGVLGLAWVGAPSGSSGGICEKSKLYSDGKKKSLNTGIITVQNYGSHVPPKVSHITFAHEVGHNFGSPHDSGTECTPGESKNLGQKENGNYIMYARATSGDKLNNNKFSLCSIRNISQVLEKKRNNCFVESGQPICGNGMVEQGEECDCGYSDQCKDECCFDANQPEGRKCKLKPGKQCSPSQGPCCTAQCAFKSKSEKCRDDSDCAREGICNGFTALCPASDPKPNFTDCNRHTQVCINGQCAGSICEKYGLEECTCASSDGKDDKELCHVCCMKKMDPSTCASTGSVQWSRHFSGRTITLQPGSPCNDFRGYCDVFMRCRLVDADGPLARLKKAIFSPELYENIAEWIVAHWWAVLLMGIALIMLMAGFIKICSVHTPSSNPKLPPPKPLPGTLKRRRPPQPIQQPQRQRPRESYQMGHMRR
PLC-gamma1 inh – inhibitors of human phospholipase C gamma1. purified PLC-gamma1, fluorogenic substrate, fluorescence. 370,000 compounds, 0.84% hits. P19174. inhibition, % at 12.2 µM; in the data active means inhibition above about 9.5%
PLCb3 inh – PLC-beta3 (human) inhibition, primary screen; Purified PLC-beta3, fluorogenic substrate, fluorescence; inhibition, % at 12.2 µM; 370,000 compounds, 0.18% hits; in the data active means inhibition above about 11%;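 further: 0% = median of compound wells on plate and 100% = full blocker control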
ADAM17 inh – ADAM17 inhibition, QFRET primary screen; P78536; recombinant ADAM17, EDANS/DABCYL FRET peptide cleavage; inhibition, % at 6.95 µM; 370,000 compounds, 0.83% hits; AID 720648;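 active means inhibition above the mean of compounds lying between control limits plus 3 SD, set per campaign, cut at about 8.5% in these data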;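 further: 0% = DMSO-only wells as the low control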
DAX1 inh-1 – inhibits human nuclear receptor DAX1; inhibition, % at 6.75 µM; P51843; 340,000 compounds, 0.99% hits; HEK293 Gal4-DAX1 luciferase reporter, luminescence; AID 504766;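 active means inhibition above the mean over all tested compounds plus 3 SD, cut at about 4.2% in these data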;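 further: 0% = DAX1-transfected cells with DMSO and 100% = empty-vector control cells with DMSO; inhibition shows as a rise in luminescence from relieved DAX1 repression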
Target sequence (P51843 207-470 limits assumed): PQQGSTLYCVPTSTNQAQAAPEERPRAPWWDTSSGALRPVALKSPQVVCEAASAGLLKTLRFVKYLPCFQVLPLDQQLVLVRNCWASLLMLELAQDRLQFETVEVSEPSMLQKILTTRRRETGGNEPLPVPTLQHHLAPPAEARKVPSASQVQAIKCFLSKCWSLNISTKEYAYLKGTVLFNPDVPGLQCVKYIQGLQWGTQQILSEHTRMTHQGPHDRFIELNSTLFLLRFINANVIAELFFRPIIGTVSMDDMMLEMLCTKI
ssDAF-12 act – activates DAF-12 receptor from parasite S. stercoralis; HEK293 ssDAF-12/GRIP1 lit1-tk-luc reporter, luminescence; % of 3 µM dafachronic acid response; activation, % at 6.8 µM; 370,000 compounds, 1% hits; AID 652126;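 active means activation above the mean over all tested compounds plus 3 SD, cut at about 0.9% in these data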;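 further: 0% = DMSO-only wells and 100% = 3 µM delta7-dafachronic acid wells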
DAX1 inh-2 – inhibitors of DAX1 repression of SF-1 activated StAR promoter; 370,000 compounds, 1.1% hits; HEK293T StAR-luciferase reporter, SF-1/DAX-1 repression relief; AID 652010; inhibition, % at 6.8 µM;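 active means inhibition above the mean over all tested compounds plus 3 SD, cut at about 3.6% in these data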;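 further: 0% = DAX-1 cells with DMSO and 100% = cells lacking DAX-1 with DMSO; higher inhibition means more luminescence from relief of DAX-1 repression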
GAA850 FXN act – increases GAA850 frataxin promoter reporter activity; HEK293 lucGAA850 FXN promoter luciferase reporter, 24 h; percent of 10 µM SAHA response; activation, % at 6 µM; 360,000 compounds, 0.56% hits;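 active means activation above the average of all compounds screened plus 3 SD, cutoff fixed separately per campaign, cut at about 7.5% in these data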;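 further: 0% = DMSO wells and 100% = 10 µM SAHA wells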
hcDAF-12 act – activates DAF-12 receptor from parasite H. contortus; HEK293 hcDAF-12 lit1-tk-luc reporter, luminescence; 0% DMSO, 100% Δ7-dafachronic acid; activation, % at 6.8 µM; 370,000 compounds, 1.4% hits; AID 652067;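 active means activation above the mean of all tested compounds plus 3 SD, cut at about 5.5% in these data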;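 further: 100% = response to 3 µM Δ7-dafachronic acid high control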
sPLA2-III inh – Inhibits HGIII-sPLA2 liposome hydrolysis, primary screen; QFRET BODIPY PC-A2 liposome hydrolysis, fluorescence; 370,000 compounds, 0.56% hits; inhibition, % at 12.2 µM; Q9NZ20;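 active means inhibition above mean plus 3 SD of compounds lying within the high and low control bounds, cut at about 19% in these data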;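 further: 0% = median of test compound wells and 100% = no enzyme DMSO wells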
* marks the source's active call; other numbers are inactive results; i = inactive; nt = not tested or not shown.

SMILES	hgDAF12 agonist	ADAM10 inh	PLC-gamma1 inh	PLCb3 inh	ADAM17 inh	DAX1 inh-1	ssDAF-12 act	DAX1 inh-2	GAA850 FXN act	hcDAF-12 act	sPLA2-III inh
Cc1cccc(CCNC(=O)Cn2nc(-c3ccccc3)ccc2=O)c1	1.3	-11	1	2	3	nt	-0.5	-0.9	nt	-3.1	3
COc1ccc(/C=N/NC(=O)c2[nH]c3ccc(Br)cc3c2-c2ccccc2)cc1	-2.4	-4	-4	-5	0	-1.6	-0.5	0.4	-0.7	0.5	4
Cc1nnc(SCC(=O)NC(=O)Nc2ccc3c(c2)OCCO3)n1N	9.4	1	2	-8	-7	0.0	0.0	1.8	0.8	1.8	2
NC(=S)N/N=C/c1coc2cc(Br)ccc2c1=O	-1.1	0	-14	-27	-1	0.9	-1.1	0.3	1.6	1.2	-22
COc1cccc(CN2CCNC(=O)C2CC(=O)N2CCOc3ccccc3C2)c1OC (configuration not stated)	0.5	-9	-2	0	-2	nt	-0.8	0.0	2.4	-1.4	-3
Cc1ccc(C(=O)OCC(=O)Nc2cc(C(C)(C)C)no2)c(C)c1	-0.6	10	1	-8	12*	1.2	-1.0	3.6*	-0.5	-1.0	-13
O=C(CC(c1ccccc1)c1cc(Cl)ccc1O)NCCN1CCOCC1 (configuration not stated)	-3.2	-10	0	-11	-7	1.9	-1.3	0.1	1.7	-1.0	3
Cn1c(N/N=C/c2c[nH]c3ccccc23)nc2ccccc21	-0.8	2	-8	-13	6	0.8	0.6	0.5	2.0	5.6*	18
Cn1c(=O)[nH]c(=O)c2c1nc(N1CCOCC1)n2CC(O)COc1ccccc1 (configuration not stated)	-1.1	6	1	5	-1	-0.1	-0.9	0.2	-1.4	-1.4	3
O=C(NCC(c1ccco1)N1CCc2ccccc2C1)c1ccccc1Cl (configuration not stated)	-2.4	-10	-3	-6	-3	0.1	-0.9	-1.1	2.0	-0.8	-5
CCOc1c(O)ccc(/C=C2\SC(=S)NC2=O)c1[N+](=O)[O-]	-0.6	16	4	1	0	-0.5	-1.2	-0.1	3.3	-0.8	-3
CCOc1ccc(N2C(=O)CN=C2Nc2ccccc2Cl)cc1	-1.8	1	4	1	8	2.3	-0.9	0.5	-0.6	-1.4	-18
COCCCNc1oc(COc2ccc(Cl)cc2Cl)nc1C#N	-2.3	-2	-3	-6	-1	1.8	-1.5	-0.3	-0.3	-0.1	-13
CCCCN(Cc1ccccc1)C(=O)C1CCCN(S(=O)(=O)c2cnc[nH]2)C1 (configuration not stated)	-2.0	-3	2	1	0	1.3	-1.5	0.7	-2.8	-1.9	-21
Nc1c(Br)cc(Br)c2c1-c1ccc([N+](=O)[O-])cc1C2	-0.3	5	1	0	1	1.7	-0.6	0.3	-2.4	-1.2	6
CCOc1ccc(NC(=O)CN(C)C(=O)Cc2c(C)nc3ccccc3c2C)cc1OCC	-2.0	-5	-12	-19	-8	-0.4	-1.1	-2.3	-0.6	1.4	-11
CCCC#Cc1ccc2c(c1)O[C@H](CN(C)S(=O)(=O)c1cccc(OC)c1)[C@H](C)CN([C@H](C)CO)S2(=O)=O	-3.2	12	0	1	9.6*	-0.6	-1.4	-0.5	1.9	-0.4	-27
CN(C)/C=C1\C(=O)N(c2ccc(Oc3ccccc3)cc2)CS1=O (configuration not stated)	1.9	-3	3	1	-4	1.4	-1.1	-0.6	1.6	1.6	4
CCN(CC)C(CNC(=O)c1cc(=O)[nH]c2ccccc12)c1ccccc1Cl (configuration not stated)	-0.3	-47	-36	-58	-19	-1.2	-0.6	0.0	0.5	2.5	-2
Cc1ccc(NC(=O)C2CCCN(c3nnc(-n4cccc4)s3)C2)c(C)c1 (configuration not stated)	3.9	1	3	-2	1	nt	-1.6	-1.8	nt	-1.1	2
O=C(N/N=C/c1cccs1)c1ccc2c(c1)OCO2	14*	4	-2	2	1	0.9	1.9*	3.8*	2.5	6.3*	5
COc1ccc(CCNC2=C(Cl)C(=O)N(Cc3ccccc3)C2=O)cc1OC	-1.6	4	-51	-57	4	-1.9	-1.7	-1.4	-0.7	-2.8	-12
OC(c1ccc(Cl)c(F)c1)c1ncc(-c2cccc(C(F)(F)F)c2)[nH]1 (configuration not stated)	-1.8	32*	9	7	11*	nt	-1.5	-0.5	-0.2	2.2	3
Cc1cc(N2CCOCC2)nc(SCc2ccc(Cl)cc2Cl)n1	-2.6	6	-11	-3	1	-0.5	-1.2	-0.2	3.1	-1.1	-9
CCN(CC)S(=O)(=O)c1cccc(C(=O)NC(C(=O)Nc2nnc(C)s2)C(C)C)c1 (configuration not stated)	-0.8	-6	5	-5	-1	-1.4	-0.9	-0.5	0.1	-0.6	6
Cc1nn(-c2ccccc2)c(C)c1/C=N/NC(=O)c1cc(O)cc(O)c1	-0.1	3	0	-8	0	0.8	-0.8	-0.2	0.2	0.1	-11
COc1ccc(-c2cc(CNc3nc4cc(-c5ccccc5C)sc4c(=O)n3C)on2)cc1	7.9	0	-3	2	-3	nt	-0.4	4.3*	5.4	1.4	-21
CSc1ncccc1C(=O)NCCc1ccc(S(N)(=O)=O)cc1	-1.3	-3	0	0	-2	-0.3	-1.4	0.1	0.5	-0.6	0
Cc1nc(/N=C(\N)NC(=O)NC2CCCCC2)nc2ccccc12	0.4	-15	4	-5	0	-2.6	-1.4	-1.6	-3.7	-1.7	0
COc1cc2c(cc1OC)C(C(C)C)=NC(C)(C)C2	0.6	i	i	i	i	0.1	-0.6	0.1	-0.2	-1.2	1
COC(=O)C1=CN(c2ccc(Oc3ccccc3)cc2)C(N)=C(C#N)C1c1ccccc1 (configuration not stated)	0.4	-8	-84	-118	0	nt	-0.3	0.8	nt	0.5	1
Cc1ccc(/C=N/N(C)C2=NS(=O)(=O)c3ccccc32)cc1	-0.7	5	6	-5	1	-0.4	-0.3	0.8	0.9	-2.7	3
Cc1nc(Nc2ccc(F)cc2)[nH]c(=O)c1CCC(C)C	-0.8	-6	4	1	-5	-0.5	-1.1	1.6	-1.1	0.6	-2
O=S(=O)(NCC1CCCO1)c1cc(Br)c(Br)s1 (configuration not stated)	1.6	7	0	1	-6	0.7	-1.3	-0.3	-0.4	-1.9	2
C/C(C=NNC(=O)c1cc(-c2ccc(Cl)cc2)n[nH]1)=C\c1ccccc1	-0.8	2	1	1	1	nt	-1.6	-1.9	nt	2.4	5
CNC(=O)c1cc(C(=O)c2ccc(F)cc2Cl)c[nH]1	0.4	9	5	0	-1	-1.2	-0.9	0.1	0.6	-2.5	9
Fc1cccc(Cc2noc(CN3CCN(C4CCc5ccccc5C4)CC3)n2)c1 (configuration not stated)	-4.0	2	0	0	2	-0.1	-0.9	-0.4	-0.8	-0.7	-8
Cc1ccc(S(=O)(=O)N2CCC(C(=O)N/N=C/c3ccccc3[N+](=O)[O-])CC2)cc1	-1.2	1	1	-3	2	-1.1	-0.8	0.1	3.0	-0.8	-12
COC(=O)c1sccc1N(C)S(C)(=O)=O	-2.9	-5	2	1	-1	-0.3	-1.4	-0.1	1.3	-0.1	9
Cc1cc(OCC(=O)c2ccc(Br)cc2)ccc1N1C(=O)CCC1=O	1.0	-2	0	-2	-4	-0.8	-1.2	0.5	2.2	-1.8	-15

Three compounds from above, ordered by the number in PLC-gamma1 inh, highest first.
smiles | PLC-gamma1 inh
Cc1nnc(SCC(=O)NC(=O)Nc2ccc3c(c2)OCCO3)n1N | 2
Cn1c(=O)[nH]c(=O)c2c1nc(N1CCOCC1)n2CC(O)COc1ccccc1 (configuration not stated) | 1
O=C(N/N=C/c1cccs1)c1ccc2c(c1)OCO2 | -2

Next part:
SMILES	hgDAF12 agonist	ADAM10 inh	PLC-gamma1 inh	PLCb3 inh	ADAM17 inh	DAX1 inh-1	ssDAF-12 act	DAX1 inh-2	GAA850 FXN act	hcDAF-12 act	sPLA2-III inh
O=C(CNC(=O)c1ccc(-c2ccccc2)cc1)OCc1ccc(Cl)cc1	-0.5	-5	-1	0	-4	0.8	-1.3	0.2	0.1	-1.3	3
Cc1cc(Br)cnc1NC(=S)Nc1ccc(F)cc1F	5.2	-5	1	-6	-2	2.3	-1.0	-0.2	-0.3	-1.2	9
CCCCNC(=O)c1cccc(NC(=O)C(=O)c2ccccc2NC(C)=O)c1	-0.9	-4	-1	1	-2	0.3	-1.0	-0.1	0.6	-2.1	-3
CC(C)c1ccc(NC(=O)Cc2ccc(NC3=NC4CS(=O)(=O)CC4S3)cc2)cc1 (configuration not stated)	1.5	15	11*	4	5	1.4	-1.0	1.6	2.8	2.7	1
COc1cc(S(=O)(=O)NC2CCCCC2)ccc1F	-1.6	-28	0	-9	-16	1.1	-1.3	0.6	5.4	-1.8	0
CN=C(Nc1cccc(S(=O)(=O)N2CCOCC2)c1)c1ccccc1	-1.0	-4	0	-9	-5	-0.5	-1.0	-0.6	0.4	-0.7	6
COc1ccccc1NS(=O)(=O)c1ccc(NC(=O)c2nc3ncccn3n2)cc1	1.6	-4	-1	-3	-4	0.2	-0.6	0.5	-0.6	0.9	5
Cc1ccc(NCc2nnc(SCC(=O)Nc3ncc(C)s3)n2CC2CCCO2)c(C)c1 (configuration not stated)	-1.1	-5	2	-2	-2	-0.7	-1.1	-0.7	-1.5	-0.9	-15
CN(C)CCCNc1cc(-c2ccccc2)nc2cc(-c3cccc(F)c3)nn12	2.4	i	-449	-436	-270	1.1	-0.4	-0.3	0.1	0.5	-8
CCCCN(C(=O)c1cc2c(s1)CCCCC2)c1c(N)n(CCC)c(=O)[nH]c1=O	1.6	-8	4	-3	-3	1.5	-0.8	-1.6	1.8	-0.7	3
Cc1c(C(=O)Nc2cccc(F)c2)cnn1-c1ccccc1	10*	-2	-3	-7	-2	3.2	1.6*	1.9	3.4	4.8	2
COCCN(Cc1ccccc1)C(=O)Cc1ccc(S(=O)(=O)N2CCOCC2)s1	0.5	-5	-2	-7	-2	0.5	-1.5	-2.2	1.4	-1.4	-1
COc1ccc(NC(=S)NN2CCOCC2)cc1OC	-1.5	-1	4	3	1	0.1	-0.3	-0.1	-0.1	0.0	-1
Nc1cccc(C(=O)O)c1	-3.5	-33	-5	-5	-10	-1.7	-1.7	0.6	-1.1	-2.0	-4
Cc1cc(C(=O)N(C)CC(=O)Nc2ccc(Cl)c(C(F)(F)F)c2)no1	0.9	-1	0	-8	-2	-1.5	-0.5	0.2	1.1	-0.5	5
COc1cc(/C=C/C(=O)OCC(=O)N2CCc3ccccc3C2)ccc1O	-1.6	-52	-48	-47	-10	-1.8	-1.3	-0.9	0.4	-3.2	-17
O=C(NCCNc1ccc([N+](=O)[O-])cc1Cl)c1ccccc1F	0.1	6	9	0	2	-1.3	-1.7	-0.1	3.0	-2.0	-4
O=C(COC(=O)C1CCCCC1)Nc1cccc(F)c1	-1.5	-17	3	5	2	0.2	-0.8	0.5	1.6	-0.5	-10
Cn1c(=O)c(=O)n(C)c2cc(S(=O)(=O)CCC(=O)N3CCOCC3)ccc21	3.1	-29	-5	-8	-7	0.2	-1.3	0.4	-0.3	-2.4	9
